M1 antag: antagonists of rat M1 muscarinic receptor; P08482; CHO-M1 cells, Fluo-4 calcium, ACh EC80 antagonist mode; hits give low values; B-score at 10 µM; actives 3.4% (n = 64,000); AID 628;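 active = calcium fluorescence response, raw or row-and-column corrected B-score, differing from the plate sample mean either way at a set confidence level, mostly lower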
Target sequence (P08482 whole entry, looked up): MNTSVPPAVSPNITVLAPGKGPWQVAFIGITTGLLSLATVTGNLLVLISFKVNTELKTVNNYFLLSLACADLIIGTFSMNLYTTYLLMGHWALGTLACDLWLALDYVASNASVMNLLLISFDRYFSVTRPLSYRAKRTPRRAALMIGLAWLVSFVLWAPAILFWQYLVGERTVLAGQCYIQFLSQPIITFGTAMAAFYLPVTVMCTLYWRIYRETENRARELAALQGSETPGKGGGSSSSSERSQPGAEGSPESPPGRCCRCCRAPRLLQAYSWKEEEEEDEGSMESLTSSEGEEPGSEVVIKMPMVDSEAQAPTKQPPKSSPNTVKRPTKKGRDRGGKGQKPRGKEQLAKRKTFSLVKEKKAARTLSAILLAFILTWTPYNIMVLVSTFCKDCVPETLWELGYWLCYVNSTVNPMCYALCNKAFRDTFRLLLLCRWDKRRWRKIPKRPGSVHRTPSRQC
Fluor 339 460: intrinsic fluorescence of library compounds, ex339/em460 – biochemical, MLSMR library, data from DPM-DC assay, artefact control, profiling panel. compound autofluorescence, ex339/em460 nm, NADH buffer; hits give high values; 1 = no-compound wells, NADH background. fluorescence fold increase at 10 µM. actives 5.5% (n = 65,000). AID 709;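 active = at 10 µM, mean starting fluorescence two-fold or more over control wells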;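 note: signal is the first read of a kinetic run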
Ecoli tolC: E. coli tolC mutant growth inhibition | actives 2.2% (n = 65,000) | AID 573 | E. coli BW25113 tolC mutant growth, OD615 | growth inhibition, % at 10 µM (by protocol);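 active = growth inhibition at or above a cutoff equal to the mean over every tested compound plus 3 SD, cut at about 60% in these data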;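 note: growth measured after 20 h incubation at 37 °C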
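Assay system: tolC-deleted E. coli BW25113. Medium: kanamycin-containing LB broth (50 µg/mL). Dosing: 10 µM final, single dose. Timing: bacterial growth with compound for 20 h at 37 °C. Detection: A615 absorbance measurement. Read-out basis: growth inhibition in percent.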
NADH enzymes: inhibitors of enzymes used to reach an NAD/NADH endpoint; IC50, µM (series often up to 10 µM), for the others: at the highest dose inhibition; coupled PK/LDH NADH assays, four targets; actives 0.02% (n = 65,000);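 active = single-dose screening hits from any of four coupled enzyme assays that gave an IC50 when retested across doses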;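 note: the DPM-DC format reads NADH fluorescence rather than 340 nm absorbance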
SF-1 act: SF-1 (human) activation | AID 522 | actives 1.9% (n = 65,000) | activation, % at 10 µM | CHO-K1 Gal4-SF-1 LBD luciferase reporter; % increase over DMSO SF-1-specific signal;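 active = activation above the mean activation of all tested compounds plus 3 SD, cut at about 50% in these data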
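Material: CHO-K1 cells with Gal4–hSF-1 LBD chimera plus Gal4-driven luciferase / Input: 4,000 CHO-K1 cells per well / Incubation: compound exposure 20 h at 37 °C / Signal: luminescence read 15 min after SteadyLite luciferase reagent, after room-temperature equilibration / Read-out: percent activation versus DMSO / Benchmarks: DMSO negative control and −SF1 background wells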
M1 agonist: activates the M1 muscarinic receptor; CHO-M1 cells, Fluo-4 calcium fluorescence, agonist mode; hits give high values; B-score at 10 µM; actives 3% (n = 64,000); AID 626;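 active = fluorescence rise, raw or as B-score row- and column-corrected plate score, outside the 99.7% band of its plate's samples, either direction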
TNAP act mid DEA: activators of human TNAP at intermediate phosphate acceptor; P05186; purified TNAP, CDP-star luminescence, 100 mM DEA, 30 min; hits give high values; scale: 0 levamisole-inhibited, 1 vehicle-only enzyme; activation factor at 20 µM; 64,000 tested, under 10 active;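 active = activation factor of at least 2 at 20 µM, relative to controls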
Target sequence (P05186 whole entry, looked up): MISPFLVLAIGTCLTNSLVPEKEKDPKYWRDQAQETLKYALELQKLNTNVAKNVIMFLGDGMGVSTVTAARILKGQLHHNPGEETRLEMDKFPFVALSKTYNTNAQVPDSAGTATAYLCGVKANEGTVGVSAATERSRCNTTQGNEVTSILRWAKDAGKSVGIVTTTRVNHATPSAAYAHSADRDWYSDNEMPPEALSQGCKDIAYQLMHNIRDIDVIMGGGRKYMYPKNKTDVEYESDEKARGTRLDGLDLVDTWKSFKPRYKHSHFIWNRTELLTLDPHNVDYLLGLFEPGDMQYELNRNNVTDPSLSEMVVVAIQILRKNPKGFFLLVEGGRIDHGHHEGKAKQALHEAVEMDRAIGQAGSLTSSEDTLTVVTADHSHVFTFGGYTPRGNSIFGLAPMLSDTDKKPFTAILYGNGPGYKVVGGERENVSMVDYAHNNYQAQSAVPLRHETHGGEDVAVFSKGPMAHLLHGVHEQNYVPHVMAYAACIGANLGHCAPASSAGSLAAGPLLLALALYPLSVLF
E coli RNAP: inhibitors of Escherichia coli RNA polymerase; P0A8V2; E. coli RNA polymerase, fluorescence transcription assay; inhibition, %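 (tested at 10 µM)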; actives 0.2% (n = 62,000); AID 559; in the data active = inhibition above about 20%;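 note: 0% = enzyme without compound and 100% = no enzyme blank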
RORA act: activates the human nuclear receptor RORA; P35398; CHO-K1 Gal4-RORA LBD luciferase reporter, luminescence; percent increase over mock-subtracted basal signal; activation, % at 10 µM; actives 1.5% (n = 65,000); AID 560;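 active = activation above the mean of all tested compounds plus 3 SD, cut at about 49% in these data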;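 note: 0% = DMSO-treated RORA cells and 100% = added signal equal to DMSO minus mock-transfected cells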
Starred values were filed as active, the others as inactive; nt = not tested or not shown. Not a hit list; 15% or so of the library scored in one or more.

(1) COc1ccc(CCn2c(-c3ccco3)nc3ccccc3c2=O)cc1OC
(2) Cc1ccccc1OCC(=O)N(Cc1cccs1)C1CCS(=O)(=O)C1 (stereo not drawn)
(3) C=CCNC(=O)c1c(Cl)cccc1Cl
(4) CCN(CC)c1ccc(C(=O)OCC(=O)N2CCN(c3ccccc3)CC2)cc1
(5) CNC(=O)CSc1nnc(-c2ccc(S(=O)(=O)N3CCCC3)cc2)n1-c1cccc(C)c1C
(6) CCCOc1ccc(CSc2ncn[nH]2)cc1
(7) COCCSc1ccccc1C(=O)Nc1nncs1
(8) CC1(C)Cc2c(C#N)c(SCC(=O)c3ccccc3)nc(N3CCCC3)c2CO1

Screen / compound no.,1,2,3,4,5,6,7,8
M1 antag,-2.1*,0.4,-0.49,-1.6,0.61,0.029,0.0002,0.094
Fluor 339 460,1,1.1,1.1,1,1,1.1,1,1.1
Ecoli tolC,11,-2,-16,-5,12,3,-3,6
NADH enzymes,1%,2%,6%,3%,1%,1%,3%,3%
SF-1 act,9,28,-12,2,-11,37,-4,-7
M1 agonist,11*,0.34,-0.87,-0.28,0.82,-0.0072,-0.2,0.069
TNAP act mid DEA,0.9,0.9,0.9,1,0.8,1,0.9,1
E coli RNAP,4,7,6,3,0,1,-5,-2
RORA act,4,-6,-6,-6,7,10,4,-9

(9) O=C(NCc1ccco1)c1ccc2nc3sc4c(c3c(=O)n2c1)CCCC4
(10) CCCC(=O)Nc1nn(CCC)c2nc3ccccc3cc12
(11) O=C(O)CN1CCN(Cc2ccc(F)cc2Cl)C1=O
(12) COc1ccc(S(=O)(=O)N(CCCN2CCCC2=O)Cc2cc3c(C)ccc(C)c3[nH]c2=O)cc1
(13) COC(=O)C1(CCSC)NC(c2ccco2)C2C(=O)N(C)C(=O)C21 (stereo not drawn)
(14) COc1ccc(CCN/C=C2/CC(=O)NC2=O)cc1OC
(15) CSC1=NCCN1C(=O)COc1ccccc1
(16) Cn1c(SCC(=O)N2CCOCC2)nc2cccnc21

Screen / compound no.,9,10,11,12,13,14,15,16
M1 antag,-0.62,-0.075,-0.89,-0.84,-0.15,0.25,-0.3,0.26
Fluor 339 460,2,1.3,1,2,1.1,1.1,1,1.1
Ecoli tolC,21,19,-4,25,-13,-22,-19,-12
NADH enzymes,2%,1%,5%,5%,5%,4%,7%,4%
SF-1 act,-60,1,-1,4,-3,-22,-13,1
M1 agonist,-0.58,-0.026,-0.62,0.5,-0.026,-0.45,-0.053,-1.4
TNAP act mid DEA,0.9,1,1,0.9,1,0.9,1,0.9
E coli RNAP,-4,-1,0,-1,-3,0,0,11
RORA act,-56,-13,14,1,-12,2,24,-4

As entered above.
`CCN(CC)c1ccc(C(=O)OCC(=O)N2CCN(c3ccccc3)CC2)cc1` | SF-1 act = 2
`CCCOc1ccc(CSc2ncn[nH]2)cc1` | RORA act = 10
`O=C(NCc1ccco1)c1ccc2nc3sc4c(c3c(=O)n2c1)CCCC4` | SF-1 act = -60
`C=CCNC(=O)c1c(Cl)cccc1Cl` | SF-1 act = -12
`CNC(=O)CSc1nnc(-c2ccc(S(=O)(=O)N3CCCC3)cc2)n1-c1cccc(C)c1C` | M1 agonist = 0.82

The listing continues:
(17) Cc1ccc(C(=O)Nc2nc3ccc(S(C)(=O)=O)cc3s2)s1
(18) O=C(NCc1ccc2c(c1)OCO2)c1cccc(N2CCCC2=O)c1
(19) CCOC(=O)c1c(N)sc(C(=O)N2CCOCC2)c1C
(20) CCCOc1ccc(N2C(=O)CC(N3CCN(c4ccccc4F)CC3)C2=O)cc1 (stereo not drawn)
(21) Cc1nc(N2CCC3(CC2)OCCO3)c2nnn(Cc3ccccc3F)c2n1
(22) CCCOc1ccc(C(=O)N2CCCC2C(=O)O)cc1 (stereo not drawn)
(23) O=C(Oc1ccc2c(c1)OCC2=O)c1ccccc1
(24) CCS(=O)(=O)N1CCCC(C(=O)NC2CCCCC2)C1 (stereo not drawn)

Screen / compound no.,17,18,19,20,21,22,23,24
M1 antag,-0.24,-0.032,-0.4,0.5,0.12,-0.036,0.031,0.36
Fluor 339 460,1.5,1.1,1,1.1,1.1,0.98,1.1,1.1
Ecoli tolC,-19,-4,-7,5,17,-12,-12,-23
NADH enzymes,11%,6%,2%,2%,3%,7%,4%,6%
SF-1 act,29,4,-13,-1,2,6,-16,16
M1 agonist,0.78,0.26,-0.13,-0.038,-0.34,-0.23,-0.0032,-0.0078
TNAP act mid DEA,1,1,0.9,1,1,0.9,1,0.9
E coli RNAP,2,1,11,-3,6,nt,2,0
RORA act,24,-11,4,-12,2,-16,-21,13

One compound at a time, as listed above:
Listed for `O=C(Oc1ccc2c(c1)OCC2=O)c1ccccc1` = M1 antag = 0.031; Fluor 339 460 = 1.1; Ecoli tolC = -12; NADH enzymes = 4%; SF-1 act = -16; M1 agonist = -0.0032; TNAP act mid DEA = 1; E coli RNAP = 2; RORA act = -21
Listed for `CCS(=O)(=O)N1CCCC(C(=O)NC2CCCCC2)C1` (stereo not drawn) = M1 antag = 0.36; Fluor 339 460 = 1.1; Ecoli tolC = -23; NADH enzymes = 6%; SF-1 act = 16; M1 agonist = -0.0078; TNAP act mid DEA = 0.9; E coli RNAP = 0; RORA act = 13

More compounds.
(25) CC1=C(C(=O)NCc2ccccc2)C(c2cccnc2)n2ncnc2N1 (stereo not drawn)
(26) CCOC(=O)c1c(-c2ccc(C)o2)csc1NC(=O)CSc1nncs1
(27) CCOc1cc(NC2CS(=O)(=O)CC2O)c(OCC)cc1NC(=O)c1ccccc1 (stereo not drawn)
(28) Cc1sccc1C1C(C#N)=C(N)SC(N)=C1C#N
(29) COc1ccc(CNC(=O)c2cnn3c(C(F)F)cc(C)nc23)cc1OC
(30) Cc1ccc(OCCCN(C)C)c(Br)c1
(31) Cc1ccc(C(=O)CSc2nnc(CNc3ccc(C)cc3C)n2Cc2ccco2)cc1
(32) CCOC(=O)N1CCC(n2c(=S)[nH]c3cc(OCC)c(OCC)cc3c2=O)CC1

Screen / compound no.,25,26,27,28,29,30,31,32
M1 antag,-0.036,-0.19,2.6*,0.44,-0.72,-0.32,-0.022,0.0027
Fluor 339 460,1.1,1.1,1.1,1.1,1.1,1.1,1,1.2
Ecoli tolC,-6,54,-11,-2,-4,-14,24,-4
NADH enzymes,5%,1%,1%,5%,6%,19%,8%,3%
SF-1 act,0,-28,-13,-11,-5,-3,11,2
M1 agonist,1,0.73,-0.4,130*,-2.7,0.086,-1,-0.04
TNAP act mid DEA,0.9,0.9,1,0.9,0.9,1,0.9,1
E coli RNAP,7,0,-1,3,10,11,3,-2
RORA act,22,1,9,-12,4,-5,4,-13

(33) COc1ccccc1-c1cc(C(F)(F)F)nc(N2CCCC2)n1
(34) O=C(C1CCN(C2CC(=O)N(c3ccc(Cl)cc3)C2=O)CC1)N1CCOCC1 (stereo not drawn)
(35) Cc1ccc(C)c(NC(=O)c2ccc3c(c2)N(Cc2ccc(F)cc2)C(=O)CS3=O)c1 (stereo not drawn)
(36) CCOc1ccccc1NC(=O)c1cc(S(=O)(=O)N2CCC3(CC2)OCCO3)ccc1F
(37) O=C(Nc1nnc(-c2ccc3c(c2)CCCC3)o1)c1ccccc1Cl
(38) CSC1=NCCN1C(=O)C(C)(C)Oc1ccc(Cl)cc1
(39) O=C(CSC1=NCCS1)Nc1nc(-c2ccccc2)cs1
(40) CCC(C)NC(=O)C1CN(S(=O)(=O)c2ccccc2)CCN1S(=O)(=O)c1ccccc1 (stereo not drawn)

Screen / compound no.,33,34,35,36,37,38,39,40
M1 antag,nt,-0.3,0.32,-0.76,-0.31,-0.026,-0.17,nt
Fluor 339 460,1.4,1.1,1,1.1,1.1,1.1,1.1,1.1
Ecoli tolC,7,-13,25,6,98*,8,43,11
NADH enzymes,2%,7%,1%,6%,1%,0%,2%,6%
SF-1 act,4,-10,-4,-4,-1,-11,33,-10
M1 agonist,nt,-0.038,-0.57,-0.43,0.038,0.93,0.33,nt
TNAP act mid DEA,0.9,0.9,0.9,1,0.8,0.9,0.9,0.9
E coli RNAP,-1,5,8,2,-4,-7,nt,13
RORA act,-19,2,7,5,-12,-5,38,26

(41) Cc1cccc(C)c1NC(=O)CSc1nnc([C@H](C)NC(=O)OC(C)(C)C)o1
(42) COc1ccc(C2C3=C(N=C4SCC(=O)N42)c2ccccc2CC3)cc1 (stereo not drawn)
(43) CC(NC(=O)c1ccc(NS(C)(=O)=O)cc1)c1ccccc1 (stereo not drawn)
(44) CCN(CC)CCN=C1CCCc2ccccc2N1
(45) O=c1o[nH]c(-c2ccccc2)c1C1=NCCCCC1
(46) C/C(NCCCn1ccnc1)=C(\C#N)C(N)=O
(47) O=C(C1CCCN(S(=O)(=O)c2ccc(Cl)cc2)C1)N(Cc1cccs1)C1CC1 (stereo not drawn)
(48) CCN(CC)S(=O)(=O)c1cccc(-c2nnc(SCCCC(=O)c3ccc(F)cc3)o2)c1
(49) CCCCCC1CC(=O)N(Cc2ccccc2)C(=O)N1 (stereo not drawn)
(50) CC(C)OC(=O)CSc1nnc(-c2cccnc2)n1N
(51) CC(C)(O)P(C)(=O)c1ccccc1 (stereo not drawn)

Screen / compound no.,41,42,43,44,45,46,47,48,49,50,51
M1 antag,-0.028,2,nt,-0.31,-0.083,0.63,-0.36,-0.19,-0.016,0.75,-0.061
Fluor 339 460,1.1,1.2,1.1,1.1,1,1.1,1.1,1.1,1.1,1,0.5
Ecoli tolC,-6,33,-4,-8,-12,-1,58,18,-2,-7,-18
NADH enzymes,4%,1%,8%,4%,3%,4%,2%,8%,2%,5%,23%
SF-1 act,10,-3,1,5,4,-9,-23,-31,-12,6,-3
M1 agonist,0.64,-0.43,nt,-0.0003,-0.31,-0.037,-0.31,0.23,1.4,-0.058,-0.17
TNAP act mid DEA,0.9,0.9,1,1,1,0.9,1,0.9,0.9,0.9,0.9
E coli RNAP,-2,3,1,0,0,1,-14,2,2,5,5
RORA act,2,18,8,-2,0,-3,-34,-4,-8,24,-5

Screening data as filed in PubChem BioAssay.
